From PubChem
HIF-2a inh: blocks HIF-2a reporter activity; 786-0 RCC cells HIF-2a reporter, luciferase luminescence, overnight; inhibition, % at 18.8 µM; 360,000 tested, 0.72% active; AID 624352;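 active means inhibition of the luminescence signal of 40% or more relative to plate controls, in a single-dose primary screen at 18.75 µM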
CF NFkB block: blocks PAF-induced NF-kB reporter in cystic fibrosis cells; AID 588850; KKLEB NF-kB-GFP reporter, GFP fluorescence overnight; inhibition, % at 5 µM; 360,000 tested, 0.86% active;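 active means at least 50% inhibition at 5 µM, scaled per plate between neutral and stimulator controls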;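 further: PAF is a Pseudomonas aeruginosa culture filtrate used as stimulus; plate controls were PAF-stimulated DMSO wells for no effect and unstimulated DMSO wells for full effect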
NR2E3 ag-1: NR2E3 (human) agonism; Q9Y5X4; GST-NR2E3/biotin-RetCOR TR-FRET, 1536-well; inhibition of corepressor binding, % at 4.78 µM; 320,000 tested, 0.12% active; AID 2300;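 active means percent inhibition above the cutoff of mean plus 3 SD of all tested compounds, set per screening campaign, cut at about 20% in these data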;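 further: 0% = DMSO wells and 100% = biotin wells as full block of FRET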
Target sequence (Q9Y5X4 whole entry, looked up): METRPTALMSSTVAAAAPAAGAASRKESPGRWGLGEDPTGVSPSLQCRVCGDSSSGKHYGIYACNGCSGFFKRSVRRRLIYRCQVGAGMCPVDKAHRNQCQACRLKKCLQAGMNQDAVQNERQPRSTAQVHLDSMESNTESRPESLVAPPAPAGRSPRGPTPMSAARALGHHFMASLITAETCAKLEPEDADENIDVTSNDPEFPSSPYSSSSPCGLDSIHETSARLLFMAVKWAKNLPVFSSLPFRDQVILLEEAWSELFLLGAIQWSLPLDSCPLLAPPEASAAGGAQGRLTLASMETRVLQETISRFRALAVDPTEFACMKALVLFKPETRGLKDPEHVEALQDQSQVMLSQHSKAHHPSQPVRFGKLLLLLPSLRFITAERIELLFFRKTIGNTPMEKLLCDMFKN
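System: GST-tagged NR2E3 plus biotinylated RetCOR corepressor; Amount: 1.35 nM GST-tagged NR2E3 final; Dosing: single nominal compound dose of 4.8 µM; Schedule: 5 h incubation at 4 °C; Technique: TR-FRET with europium anti-GST and streptavidin-D2, 340 nm excitation; Controls: biotin wells as high control, 0.6% DMSO wells as low control.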
NR2E3 ag-2: activates human NR2E3 receptor | Q9Y5X4 | CHO-S Gal4-NCOR/VP16-NR2E3 two-hybrid, luciferase | inhibition of corepressor binding, % at 3.98 µM | 360,000 tested, 0.35% active | AID 602229;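 active means inhibition above the mean of all tested compounds plus 3 SD, cut at about 70% in these data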;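 further: 0% = DMSO with NR2E3 transfected cells and 100% = cells lacking NR2E3 construct; higher means lower luciferase signal from less NR2E3 corepressor binding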
TRPM1 prom inh: inhibitors of MITF-driven TRPM1 promoter in melanoma cells; SK-MEL-5 TRPM1 promoter luciferase, 24 h; inhibition, % at 12.5 µM; 330,000 tested, 0.83% active;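 active means mean inhibition across replicates of 60% or more, whatever share of single replicates reaches that level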; further: values of inactives mirror those of a sister screen read the other way
PDI turbidity: inhibitors of human protein disulfide isomerase. PDI insulin aggregation turbidity, A650, 90 min. 350,000 tested, 0.052% active. P07237. AID 588391. inhibition, % at 10 µM;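 active means mean inhibition across replicates of 30% or more, whatever share of single replicates reach that level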;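 further: absorbance from insulin aggregation driven by PDI reduction with DTT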
Target sequence (P07237 whole entry, looked up): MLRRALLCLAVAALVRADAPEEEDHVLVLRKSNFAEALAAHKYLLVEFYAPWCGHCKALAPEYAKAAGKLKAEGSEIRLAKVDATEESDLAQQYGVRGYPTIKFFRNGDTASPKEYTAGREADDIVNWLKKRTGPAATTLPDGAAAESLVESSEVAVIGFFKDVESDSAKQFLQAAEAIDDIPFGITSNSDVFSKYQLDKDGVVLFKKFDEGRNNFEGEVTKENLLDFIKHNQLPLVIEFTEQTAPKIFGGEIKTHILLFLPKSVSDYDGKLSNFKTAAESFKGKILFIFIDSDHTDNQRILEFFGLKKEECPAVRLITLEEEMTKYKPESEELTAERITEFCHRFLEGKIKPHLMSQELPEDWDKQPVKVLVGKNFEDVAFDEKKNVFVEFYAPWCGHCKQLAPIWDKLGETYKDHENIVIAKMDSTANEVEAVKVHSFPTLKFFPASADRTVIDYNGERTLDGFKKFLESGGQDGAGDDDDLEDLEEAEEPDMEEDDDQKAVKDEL
KKLEB cytotox: counter-screen for CF NF-kB inhibitors: cytotoxicity | AID 602141 | KKLEB CF airway cells viability, ATPlite luminescence, overnight; stronger effect = lower value; cells stimulated with P. aeruginosa culture filtrate | 360,000 tested, 0.36% active | activity change (cytotoxicity), % at 5 µM;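 active means corrected activity change at or below -50% at 5 µM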
Vif imaging: HIV Vif inhibition; AID 602346; inhibition, % at 7.49 µM; 340,000 tested, 0.35% active; HEK293T cells, Vif self-association by quenched fluorescence, imaging, 24 h; in the data active means inhibition above about 50%, passing the limit was not always enough; further: some results filed as inactive read as strong as hits
Peg3 prom inh: Peg3 promoter activity inhibition | 360,000 tested, 1.7% active | inhibition, % at 20 µM | AID 588405 | HeLa PEG-Prom luciferase reporter, luminescence, overnight;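 active means inhibition of at least 50% at 20 µM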
CaV13 FRET inh: Primary screen for inhibitors of IQ motif and Ca2+-dependent inactivation inhibitor domain binding in CACNA1D, Förster resonance energy transfer in living cells, …; HEK cells, CFP/YFP FRET ICDI-IQ, plate reader, 10 min; percent FRET-ratio fall versus neutral wells; inhibition, % at 12.3 µM; 340,000 tested, 0.098% active; AID 743397;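 active means mean replicate inhibition of at least 30% and at least 1% of replicates passing that level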;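 further: 0% = median of the neutral control wells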
Shn3 inh set2: inhibitors of Schnurri-3 3'UTR reporter in osteoblasts; Clone20 osteoblast Shn3 3'UTR firefly luciferase, 24 h; 360,000 tested, 0.52% active; AID 588674; inhibition, % at 12.5 µM;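 active means mean inhibition of at least 75% with every replicate also reaching 75%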;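 further: 0% = median of neutral control wells and 100% = pilot-screen positive control compound; some compounds past the cut are filed as inactive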
An asterisk follows results filed as active; nt = not tested or not shown.

Values run as follows: HIF-2a inh	CF NFkB block	NR2E3 ag-1	NR2E3 ag-2	TRPM1 prom inh	PDI turbidity	KKLEB cytotox	Vif imaging	Peg3 prom inh	CaV13 FRET inh	Shn3 inh set2
CC(=O)Oc1ccc2c(c1)OC(c1ccccc1)CC21CC(C)(C)NC(=S)N1 (configuration not stated)
  4	18	3	10	9	0	8	-14	14	nt	-8
CCOC(=O)c1c(C(F)(F)F)nc2ncccn12
  14	15	1	-14	12	-5	-5	-6	13	-5	-6
CCOC(=O)c1c(N)sc(C(C)=O)c1C
  -35	9	-3	-17	-2	0	-1	0	-22	-5	-4
O=C(O)CCc1ccc(-c2ccc(Br)cc2)o1
  -46	2	35*	-58	7	-6	12	-3	-60	-5	-24
Cc1ccc(NC(=O)Cn2ccc([N+](=O)[O-])n2)cc1Cl
  -1	-4	1	14	8	-1	6	-2	-1	-2	-8
Cc1cccn2c(=O)c(/C=C(\C#N)S(=O)(=O)c3ccccc3)c(N3CCN(Cc4ccccc4)CC3)nc12
  2	-4	-2	-15	11	2	-11	0	8	-3	-13
O=C(Nc1ccc(OC(F)(F)F)cc1)c1[nH]ncc1[N+](=O)[O-]
  7	31	0	-26	70*	1	-10	8	-66	-8	6
CCOC(=O)C1(C)CCN1C(=O)c1ccccc1Br (configuration not stated)
  9	10	nt	-10	nt	4	-15	25	-3	-10	-29
COc1ccc(CCN=C(N)NS(=O)(=O)c2ccccc2)cc1
  17	11	1	13	2	0	-1	4	14	-3	8
Cc1ccc(-c2csc(NC(=O)c3c(C)noc3C)n2)cc1C
  -169	-1	2	-41	-33	12	-9	-12	-176	-2	-9
CCCCN1C(=O)C(O)=C(C(C)=O)C1c1ccccc1[N+](=O)[O-] (configuration not stated)
  17	9	3	-5	11	2	1	3	-1	-12	-8
COc1ccc(NC(=O)Nc2cc(C(C)(C)C)on2)cc1OC
  -23	1	3	-7	3	2	-7	6	-3	-7	2
Clc1ccccc1C(c1ccccc1)(c1ccccc1)n1ccnc1
  21	7	-28	60	29	-15	-3	1	21	-5	40
Cc1nc(S(=O)(=O)c2ccc(Cl)cc2)nc2c1CCC2
  -36	-5	2	-8	-18	-3	7	-5	-82	nt	-39
O=C(NCCN1CCOCC1)C1CC(=O)N(c2ccc(Cl)cc2)C1 (configuration not stated)
  12	-12	2	13	1	-2	2	12	9	-2	10
COc1ccccc1C(=O)N1CCN(S(=O)(=O)Cc2ccccc2)CC1
  20	20	0	-5	5	-5	-4	0	5	nt	13
CCOc1ccc2ncc(S(=O)(=O)c3ccccc3)c(N3CCN(c4ccccc4)CC3)c2c1
  9	2	0	-13	-9	0	9	-10	11	-6	nt
Cc1ccc(F)cc1NC(=O)COC(=O)c1ccc2ncsc2c1
  -16	8	0	-10	-3	10	-9	1	-39	-3	7
COc1ccccc1C(=O)OCC(=O)c1cccc([N+](=O)[O-])c1
  9	-8	-1	7	-6	1	10	-5	-5	-5	-1
O=C(NC(=O)c1ccccc1Cl)C(=O)Nc1ccc(Cl)cc1
  -31	-32	2	-46	6	-4	13	-4	-41	-11	-6
O=[N+]([O-])c1ccc(O)c(/C=N/n2c(CO)nc3ccccc32)c1
  -13	10	4	-28	4	4	6	-10	1	-2	-11
COc1ccc(OC)c(NC(=O)COC(=O)c2ccc(OC)c(S(=O)(=O)N3CCOCC3)c2)c1
  12	-10	0	4	-11	6	-2	-4	9	-4	-58
Cc1cccc(NC(=O)/C(=C\c2cccs2)NC(=O)c2ccccc2)c1
  11	-5	0	56	12	-10	8	18	11	nt	-12
COC(=O)Cc1n[nH]c(=S)[nH]c1=O
  10	15	1	-18	12	-2	7	-2	2	-9	-30
Cc1cccc(NC(=O)C2(c3cccs3)CCOCC2)n1
  -5	12	1	7	-3	7	-3	6	5	-2	-6
O=C(NCc1ccccc1)c1cc(C2CCCN(C(=O)CCCc3ccccc3)C2)on1 (configuration not stated)
  -4	30	nt	-31	nt	9	-8	-8	13	-5	1
CCN(CC)CCCN1C(=O)C(=O)/C(=C(/O)c2ccccc2)C1c1cc(OC)ccc1OC (configuration not stated)
  0	-1	2	-2	0	5	2	6	9	nt	-3
O=P(O)(CP(=O)(c1ccccc1)c1ccccc1)c1ccccc1O
  8	4	1	-9	-11	20	2	0	10	-9	-41
Nc1nc(N)nc(-c2ccccc2-c2nc(N)nc(N)n2)n1
  11	14	3	-9	-5	4	7	-8	-6	-16	-2
CCOc1ncccc1C(=O)N1CCN(S(=O)(=O)c2ccccc2)CC1
  18	-12	-2	12	-1	6	-2	-8	5	6	4
COc1ccc(Cc2nnc(NC(=O)Nc3ccccc3)s2)cc1OC
  10	8	0	-41	-2	0	-3	-5	20	-5	9
CN1C(=O)CSc2ccc(NC(=O)NCCC3=CCCCC3)cc21
  -4	-12	1	-8	-2	-4	15	nt	15	nt	2
Cn1c(NCCN(CCO)CCCc2ccc([N+](=O)[O-])cc2)cc(=O)n(C)c1=O
  4	0	1	-9	-19	8	0	-11	0	-5	-28
COc1ccc(N2CCN(S(=O)(=O)c3ccc(Br)s3)CC2)cc1
  17	5	-1	7	-10	-4	5	-10	12	-6	-7
COc1cccc(SCc2noc(C(=O)NCCCN3CCOCC3)c2C(=O)NCCCN2CCOCC2)c1
  -1	-34	2	10	-3	-2	-9	3	2	-6	-10
CC(=O)N1c2ccc(S(=O)(=O)N3CCCCC3)cc2CC1C(=O)NCc1ccc(N(C)C)cc1 (configuration not stated)
  -5	-1	3	20	0	-4	-13	-7	-12	-5	15
CCOC(=O)c1c(C)n(OC)c2ccc3c(no[n+]3[O-])c12
  -38	-22	0	-18	-13	3	4	0	-44	nt	7
COC(=O)N/N=C/c1c(C)c(C(=O)c2ccc(F)cc2)n2ccccc12
  26	2	-2	2	-9	-1	5	-5	23	-7	6
O=C1NC(=S)N/C1=C/c1cccnc1
  12	52*	0	-35	-1	-3	-6	-1	-2	-6	14
C#CCOCCOCCOCCNc1nc(N2CCOCC2)nc(N2CCN(C(=O)[C@H](CCCCN)n3cc([C@@H](N)C(C)CC)nn3)CC2)n1 (some centres not stated)
  9	18	0	-43	8	-2	-8	11	-7	-12	-4
CCCCN1/C(=C/c2cccc[n+]2C)Sc2cc(NC(C)=O)ccc21
  5	-2	-3	-16	-8	8	7	20	7	-3	6
CCc1nnc(NC(=O)CSc2ncc(-c3ccccc3)n2CC)s1
  8	19	1	-7	2	-7	-10	-31	1	-5	5
COc1cc(C)ccc1OCCCOc1c(Cl)cccc1Cl
  -120	-5	1	-22	-33	-2	4	4	-42	-3	-10
COc1ccc(C(=O)/C=C2/c3ccccc3CC(C)(C)N2C)cc1
  -99	21	3	-57	-6	-2	-26	7	-76	-4	-9
Cc1ccc(N2C(=O)C(CN(C)C)C2c2ccccc2)cc1 (configuration not stated)
  0	-7	1	2	14	1	-11	14	12	nt	1
CS(=O)(=O)N(CC(=O)N1CCc2ccccc2C1)Cc1ccc(F)cc1
  19	-22	nt	-13	-7	-7	-12	-2	11	-4	2
Cc1ccc(-n2nc(C)c3c(C)cc(=O)[nH]c32)cc1
  -78	16	2	-16	5	-8	-2	-4	-18	-6	-4
CNC(=O)CC1C(=O)N(c2ccc(OC)cc2)C(=S)N1NC(=O)c1cccc(F)c1 (configuration not stated)
  2	6	0	-23	nt	7	-4	-2	69*	-4	10
COc1ccc(S(=O)(=O)N2CCCC2CNC(=O)C(=O)NCc2ccccc2Cl)cc1 (configuration not stated)
  19	4	-2	1	7	-6	-4	-9	32	-7	18
COc1ccc(C(C(=O)NC(C)(C)C)N(C(=O)CCC(=O)Nc2cc(C)on2)c2ccc(C)c(C)c2)cc1 (configuration not stated)
  10	13	-7	-28	6	-9	-1	18	8	-7	17
COCCNC(=O)CCn1nc(-c2ccc(C)cc2)ccc1=O
  18	7	1	-12	10	7	12	-3	-5	-4	1
CN(C)CCOC(=O)C12CC3CC(C1)CC(C(=O)OCCN(C)C)(C3)C2
  7	8	-4	6	-7	-3	6	16	-4	-5	-1
COc1ccccc1C1NC(=O)c2ccccc2O1 (configuration not stated)
  15	-8	-1	10	-9	-6	-3	-2	22	0	0
O=C1[C@H]2[C@@H](c3ccc(F)cc3)N3C(=O)N(c4cccc(Cl)c4)C(=O)[C@@]3(Cc3ccccc3)[C@H]2C(=O)N1C1CCCCC1
  -4	6	3	1	2	-1	3	0	-11	-5	46
O=C(Nc1ccc(O)cc1C(=O)O)c1cccc(Br)c1
  25	4	7	-6	12	-8	5	nt	8	0	-6
CCN(CC)CCn1c2c(c(SCC(=O)Nc3cccc4ccccc34)nc1=O)CCC2
  8	-8	-1	-19	-2	-4	6	8	-26	-7	-9
COc1cc(C(=O)NCC(=O)NNC(=O)C2COc3ccccc3O2)cc(OC)c1OC (configuration not stated)
  7	25	5	8	nt	0	-9	-3	7	-4	-16
CC(=O)c1cccc(NC(=O)CSc2nnc(C(C)N(C)C)n2-c2ccc(F)cc2)c1 (configuration not stated)
  12	18	5	-10	3	-17	-3	4	-7	-5	3
Clc1ccc(C2=Nn3c(nnc3-c3n[nH]c4c3CCC4)SC2)cc1
  -1	-47	2	-67	28	-1	2	28	19	-3	7
COCCn1c(SCC(=O)N2CCCC2)nnc1-c1ccoc1C
  0	9	3	3	6	6	-1	7	4	-4	-9

Look-ups from the entries so far.
COc1ccccc1C1NC(=O)c2ccccc2O1 (configuration not stated) – CaV13 FRET inh = 0
COCCn1c(SCC(=O)N2CCCC2)nnc1-c1ccoc1C – Vif imaging = 7

Next section:
Values run as follows: HIF-2a inh	CF NFkB block	NR2E3 ag-1	NR2E3 ag-2	TRPM1 prom inh	PDI turbidity	KKLEB cytotox	Vif imaging	Peg3 prom inh	CaV13 FRET inh	Shn3 inh set2
OC(CC#CCN1CCCC1)(c1ccccc1)c1ccccc1
  20	5	-2	-4	4	1	-7	-10	6	-20	-14
Cn1ccc2c(-c3ccc(C(C)(C)C)cc3)cc3c(c21)C1CCC3C1 (configuration not stated)
  7	-3	nt	3	nt	nt	-8	nt	3	-9	-3
N#Cc1ccsc1NC(=O)CSc1nnc(NC2CC2)s1
  3	-27	nt	0	nt	0	-4	-5	18	-5	-14
CCN(CC)S(=O)(=O)c1cccc(-c2nnc(SCC(=O)N3CCC(C(=O)O)CC3)n2N)c1
  16	-10	-2	7	2	7	4	1	4	-3	-4
O=C(Cn1c2c(c(-c3ccccc3)cc1=O)CCCC2)N1CCCCCC1
  10	5	3	15	nt	nt	-3	-4	29	16	17
